Assay outcomes as filed in PubChem BioAssay.
ST2 IL33 inh = inhibitors of human ST2 (IL1RL1) binding to IL-33, primary screen, biochemical, AlphaLISA; hit rate 2.3% among 78,000; Interleukin-1 receptor-like 1 (Homo sapiens), Q01638; inhibition, % for hits at 17 µM; AlphaLISA ST2-Fc/biotin-IL-33 interaction, 1 h; in the data active means inhibition above about 30%; inconclusive means mostly about 10% to 28%
Target sequence (Q01638 whole entry, looked up): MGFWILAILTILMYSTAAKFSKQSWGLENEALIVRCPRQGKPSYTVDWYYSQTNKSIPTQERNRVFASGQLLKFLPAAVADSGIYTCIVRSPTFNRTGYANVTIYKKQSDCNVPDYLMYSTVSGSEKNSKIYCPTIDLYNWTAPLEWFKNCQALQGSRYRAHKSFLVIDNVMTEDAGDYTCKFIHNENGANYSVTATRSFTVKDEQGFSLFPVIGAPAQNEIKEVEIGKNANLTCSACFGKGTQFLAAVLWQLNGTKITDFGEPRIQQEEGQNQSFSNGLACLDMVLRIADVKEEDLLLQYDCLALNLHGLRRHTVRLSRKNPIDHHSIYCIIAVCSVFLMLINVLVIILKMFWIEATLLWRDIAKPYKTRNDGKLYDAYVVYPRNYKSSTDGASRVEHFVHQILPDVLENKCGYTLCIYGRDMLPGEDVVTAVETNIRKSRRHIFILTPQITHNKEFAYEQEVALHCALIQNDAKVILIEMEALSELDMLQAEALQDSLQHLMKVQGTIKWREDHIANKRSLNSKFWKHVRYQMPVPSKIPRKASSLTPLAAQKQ
Numbers without * were called inactive.

FC(F)(F)c1cc(-c2ccco2)nc(N2CCOCC2)n1 was read as ST2 IL33 inh inactive.
O=C(NCC1CCCO1)C1C2C=CC3(CN(Cc4cccs4)C(=O)C13)O2 (stereo unspecified) was read as ST2 IL33 inh inactive.
Screening Cc1cc(C)c(CSc2nnnn2-c2ccc(C(=O)O)cc2)c(C)c1 returned ST2 IL33 inh inactive.
For COc1ccc(-c2c(C(F)(F)F)oc3cc(O)ccc3c2=O)cc1 the results were ST2 IL33 inh inactive.
Screening O=C(NCCC1CCCN(Cc2cccnc2)C1)c1ccccc1O (stereo unspecified) returned ST2 IL33 inh inactive.
C=CCNC(=O)CN(c1cccc(Br)c1)S(=O)(=O)c1ccccc1 was read as ST2 IL33 inh inactive.
For Cc1c(C(=O)NCCCN2CCOCC2)sc2ncn(C)c(=O)c12 the results were ST2 IL33 inh inactive.
COc1ccc(C2C(C(=O)Nc3ccc(F)c(Cl)c3)CC(=O)N2c2ccc(OC)cc2)cc1 (stereo unspecified) was read as ST2 IL33 inh inactive.
Screening Cc1ccc2c(c1)N(CC(=O)NCCCN1CCCC1=O)C(=O)CO2 returned ST2 IL33 inh inactive.
COc1ccc(/C=C2\C(=O)N(c3cccc(Cl)c3)N=C2C)cc1[N+](=O)[O-] was read as ST2 IL33 inh inconclusive.
`COc1cc(CN2CC(=O)N(Cc3cccnc3)CC(OC)C2)ccc1OCc1ccccc1` (stereo unspecified) gave ST2 IL33 inh inactive.
For Cc1cc(C)nc(SCc2noc(-c3ccc(Cl)cc3)n2)n1 the results were ST2 IL33 inh inactive.
`COc1ccc(CCCC(=O)Nc2ccc(I)cc2C)cc1` gave ST2 IL33 inh inconclusive.
For CCCc1ccc(C(C)NC(=O)CN2CCN(c3cn[nH]c(=O)c3)CC2)cc1 (stereo unspecified) the results were ST2 IL33 inh inactive.
For CCOc1ccc(-n2c(SCC(=O)N3CCCC3)nc3c([nH]c4ccccc43)c2=O)cc1 the results were ST2 IL33 inh inactive.
O=C(c1cccc(-n2cccn2)c1)N1CCCC2(C1)C(=O)Nc1ccccc12 (stereo unspecified) was read as ST2 IL33 inh inconclusive.
CCOc1c(Cl)cc(/C=C2/NC(=O)NC2=O)cc1Cl was read as ST2 IL33 inh inactive.
Screening COc1ccc(C=C2C(=O)OC(C)(C(C)(C)C)OC2=O)cc1OC (stereo unspecified) returned ST2 IL33 inh inactive.
COc1ccc(OC)c(C2C(C#N)=C(N)Oc3cc(O)c(Cl)cc32)c1 (stereo unspecified) was read as ST2 IL33 inh inactive.
For O=C(NCCN1CCN(c2cccc(Cl)c2)CC1)c1cccn2c(=O)c3ccccc3nc12 the results were ST2 IL33 inh inactive.
For Nc1ccccc1S(=O)(=O)Nc1cccc2cccnc12 the results were ST2 IL33 inh inactive.
For CCOc1cc(/C=C2\NC(=O)N(Cc3ccc(Cl)cc3)C2=O)ccc1OCC(N)=O the results were ST2 IL33 inh inactive.
COc1ccc2c(=O)c(-c3ccc4c(c3)OCCCO4)coc2c1 was read as ST2 IL33 inh inactive.
For O=C(O)/C=C/c1ccc(S(=O)(=O)Nc2cccnc2)cc1 the results were ST2 IL33 inh inactive.
`CC1(C)CC(C(=O)NCc2ccc3[nH]c4c(c3c2)CCCC4)CCO1` (stereo unspecified) gave ST2 IL33 inh inactive.
CCN(CC)c1ccc(/C=C2/NC(=O)NC2=O)c(OC)c1 was read as ST2 IL33 inh inconclusive.
For COc1cccnc1C(=O)N1CCC(O)(C(=O)O)CC1 the results were ST2 IL33 inh inconclusive.
For COCC(=O)NC[C@H]1O[C@@H](CO)[C@@H](O)[C@H]1N(C)Cc1ccccc1 the results were ST2 IL33 inh inactive.
Screening COc1ccc(OC2CCN(C(C)=O)CC2)c(C(=O)NC(C)Cc2cccs2)c1 (stereo unspecified) returned ST2 IL33 inh inconclusive.
Screening CCOC(=O)C(C)(C)N(Cc1cccc(Cl)c1)S(=O)(=O)c1ccc(Br)cc1 returned ST2 IL33 inh inactive.
Screening COc1cc([N+](=O)[O-])ccc1NC(=O)CC1CCCCC1 returned ST2 IL33 inh inconclusive.
Screening CCOc1ccc(-n2c(=O)c3sccc3n(CC(=O)C(C)(C)C)c2=O)cc1 returned ST2 IL33 inh inconclusive.
For Cc1ccc(C)n1-c1ccc(OCC(=O)O)cc1 the results were ST2 IL33 inh 64.0%*.
Screening CC1C(=O)N(C)CCN1C(=O)Cc1ccc(N2CCNC2=O)cc1 (stereo unspecified) returned ST2 IL33 inh inactive.
CN1CC2(CCN(C(=O)CCS(=O)(=O)c3ccccc3)C2)OC1=O (stereo unspecified) was read as ST2 IL33 inh inconclusive.
O=[N+]([O-])/C=C/c1cccs1 was read as ST2 IL33 inh inconclusive.
For O=C(Cc1ccncc1)NCc1cccnc1Oc1ccccc1 the results were ST2 IL33 inh inactive.
For Cc1ccccc1CSC1=NCCN1C(=O)c1ccc(C)c([N+](=O)[O-])c1 the results were ST2 IL33 inh inconclusive.
Screening Cc1ccc(C)c(OC(C)C(=O)NCC2(Cn3cccn3)CC2)c1 (stereo unspecified) returned ST2 IL33 inh inactive.
Screening COc1ccc(-c2[nH]ncc2CN(C)CCn2nc(C)cc2C)cc1F returned ST2 IL33 inh inconclusive.
For COC(=O)[C@@H](Cc1cccnc1)NC(=O)[C@H]1CN(S(=O)(=O)c2ccccc2)CCN1S(C)(=O)=O the results were ST2 IL33 inh inactive.
Screening CCc1cc(C(=O)OC)c(NC(=O)CC2Sc3ccccc3NC2=O)s1 (stereo unspecified) returned ST2 IL33 inh inconclusive.
Screening CC(=O)NC(O)C(Cl)(Cl)C(Cl)c1ccccc1 (stereo unspecified) returned ST2 IL33 inh inconclusive.
For O=[N+]([O-])c1cccc(S(=O)(=O)Nc2cccc(F)c2)c1 the results were ST2 IL33 inh inactive.
For CCOC(=O)c1ccc(NS(=O)(=O)c2ccc(Br)s2)cc1 the results were ST2 IL33 inh inactive.
For Cc1cccc(-c2nc3ccccc3c(=O)n2CC(=O)O)c1 the results were ST2 IL33 inh inconclusive.
For COc1ccc(-c2[nH]c3ccccc3c2C(C[N+](=O)[O-])c2ccco2)cc1 (stereo unspecified) the results were ST2 IL33 inh inactive.
For CC(C)(C)CN1CC(NC(=O)c2ccc(-c3ccn[nH]3)cc2)CC1=O (stereo unspecified) the results were ST2 IL33 inh inconclusive.
CCOc1ccccc1C(=O)Nc1ccc2nc(N3CCN(C)CC3)cc(C)c2c1 was read as ST2 IL33 inh inactive.
`O=C(N[C@H]1CCN2C(=O)c3cc(-c4cccs4)ccc3NC(=O)[C@H]12)C1CCCC1` gave ST2 IL33 inh inconclusive.
For NCC(O)c1ccc(O)c(O)c1 (stereo unspecified) the results were ST2 IL33 inh inactive.
For O=C(NCc1ccccc1)N1CCC(Cn2cc(CN3CCC(O)C3)nn2)CC1 (stereo unspecified) the results were ST2 IL33 inh inactive.
Cc1cccc(C(=O)Nc2ccc(C(C)C)cc2)c1 was read as ST2 IL33 inh inactive.
`O=C1Nc2ccccc2N(O)N1c1cccc(Br)c1` gave ST2 IL33 inh inactive.
`Cc1ccn(CC(=O)N2CCCC(Nc3ccc(F)c(F)c3)C2)n1` (stereo unspecified) gave ST2 IL33 inh inactive.
Screening Cc1ccc(S(=O)(=O)N=C(N)NC#N)cc1 returned ST2 IL33 inh inactive.
Screening COc1ccc(CCC(=O)Nc2cccc(N3CCCS3(=O)=O)c2)cc1 returned ST2 IL33 inh inconclusive.
`Cc1nc2nc(SCC(=O)NC(C)c3ccccc3)nn2c(C)c1Cc1ccccc1` (stereo unspecified) gave ST2 IL33 inh inconclusive.
COc1ccc(Nc2cc(-n3nc(C)cc3-c3ccccc3)ncn2)cc1 was read as ST2 IL33 inh inactive.
Screening CC(=O)NC(C)C12CC3CC(CC(C3)C1)C2 (stereo unspecified) returned ST2 IL33 inh inactive.
For Nc1c(Nc2cccc(C(=O)O)c2)c2ccccc2oc1=O the results were ST2 IL33 inh inactive.
For C[C@H](Cc1ccc(O)c(O)c1)[C@@H](C)Cc1ccc(O)c(O)c1 the results were ST2 IL33 inh inconclusive.
`CCN1CCN(C(c2cccs2)C(C)NC(=O)c2ccco2)CC1` (stereo unspecified) gave ST2 IL33 inh inactive.
`COc1cc(/C=C/CN2CCCC(CNC(=O)c3ccco3)C2)ccc1O` (stereo unspecified) gave ST2 IL33 inh inactive.
COc1cc(OC)cc(N2C(=O)[C@@H]3C[C@@H](NC(=O)c4cccn4C)CCN3C2=O)c1 was read as ST2 IL33 inh inactive.
`O=C(CS(=O)(=O)c1c[nH]c2ccccc12)Nc1ccc2c(c1)OCO2` gave ST2 IL33 inh inactive.
For O=C(CN1N=NC2C(=O)N(c3ccccc3)C(=O)C21)Nc1ccc(Br)cc1 (stereo unspecified) the results were ST2 IL33 inh inactive.
Cc1ccc(NC(=O)Nc2ccccc2)cc1[N+](=O)[O-] was read as ST2 IL33 inh inconclusive.
Screening Cc1cccc(CN2CCN(C(=O)c3cn(-c4ccccc4)nn3)C(C)C2=O)c1 (stereo unspecified) returned ST2 IL33 inh inconclusive.
Screening Cc1ccccc1C(=O)Nc1ccnn1C1CCN(C(=O)C2CC23CCCC3)CC1 (stereo unspecified) returned ST2 IL33 inh inactive.
For COc1ccc(CN2CCN(c3ncccn3)CC2)cc1O the results were ST2 IL33 inh inactive.
For Cc1cc(C)c2nc(NC(=O)CN3C(=O)c4ccccc4C3=O)sc2c1 the results were ST2 IL33 inh inactive.
Screening COC(=O)c1c(NC(=O)COc2ccc(Cl)cc2Br)sc(C)c1C returned ST2 IL33 inh inactive.
For CCOC(=O)c1c(NC(=O)CS(=O)(=O)c2cn(CC)c3ccccc23)sc2c1CCCC2 the results were ST2 IL33 inh inactive.
Screening CCCCNC(=O)c1ccc2c(c1)NC(=O)C(N1CCCC1)S2 (stereo unspecified) returned ST2 IL33 inh inactive.
`COc1ccccc1NC(NC(=O)c1cccc(Cl)c1)C(Cl)(Cl)Cl` (stereo unspecified) gave ST2 IL33 inh inactive.
`Cc1ccc(-n2c(SCC(=O)N3CCOCC3)nc3c(c2=O)SCC3)cc1` gave ST2 IL33 inh inactive.
COC(=O)[C@@H]1Cc2ncn(Cc3ccc(Cl)cc3)c2CN1Cc1ccc(C(=O)O)cc1 was read as ST2 IL33 inh inactive.
Screening CCOc1ccc(NC(=O)CSc2ncnc3nc(N(C)C)sc23)cc1 returned ST2 IL33 inh inactive.
`COc1ccc(NC(=O)NC(C)c2ccccc2)cc1` (stereo unspecified) gave ST2 IL33 inh inconclusive.
For CC1OC(c2c(O)cc3oc(-c4ccc(O)cc4)cc(=O)c3c2O)C(O[C@@H]2O[C@@H](C)[C@H](O)[C@@H](O)[C@H]2O)C(O)C1O (stereo partly specified) the results were ST2 IL33 inh inactive.
Cc1cccc(Nc2c(-c3ccc(C)o3)nc3cnccn23)c1 was read as ST2 IL33 inh inactive.
For O=C(CCOc1ccccc1)N1CCC2(CCCN(CCc3ccccc3)C2)C1 (stereo unspecified) the results were ST2 IL33 inh inconclusive.
For O=C(O)c1ccccc1C(=O)Nc1cc(C(F)(F)F)ccc1Cl the results were ST2 IL33 inh inactive.
For O=C(NC1CCCC1)c1ccc2c(c1)N(Cc1ccc(F)cc1)C(=O)CS2 the results were ST2 IL33 inh inactive.
Screening COc1ccc(NC(=O)Cn2cnc3c(cnn3-c3ccc(Cl)cc3)c2=O)c(OC)c1 returned ST2 IL33 inh inconclusive.
CCN(CC)C(=O)[C@@H](C)C1CC[C@@]2(C)CC[C@H](NC(=O)c3ccc(OC)cc3)[C@@H](C)[C@@H]2[C@H]1O (stereo partly specified) was read as ST2 IL33 inh inconclusive.
`COc1ccc(-n2nc(C)c([C@@H]3C=C[C@@H](NC(=O)NC4CCCCC4)C3)c2C)cc1` gave ST2 IL33 inh inactive.
Screening NC(=O)c1ccc[n+](CC(=O)c2ccc([N+](=O)[O-])cc2)c1 returned ST2 IL33 inh inactive.
`CC(C)c1noc(-c2ccc(N3CCCCC3CC(N)=O)nc2)n1` (stereo unspecified) gave ST2 IL33 inh inactive.
`Cc1ccccc1CN1C(=O)C2(OCCCO2)c2ccccc21` gave ST2 IL33 inh inactive.
For COc1ccccc1C(=O)NCCn1cc(SCc2ccc(F)cc2)c2ccccc21 the results were ST2 IL33 inh inconclusive.
`CCOc1ccc(C2CC(c3ccccc3)Nc3ncnn32)cc1` (stereo unspecified) gave ST2 IL33 inh inactive.
For Cc1cc(S(=O)(=O)n2ccnc2)c(Cl)cc1Cl the results were ST2 IL33 inh inactive.
`O=C(CSc1ccccn1)N1CCOC(Cc2ccccc2)C1` (stereo unspecified) gave ST2 IL33 inh inactive.

Among those listed so far, 11 contain a thiophene ring, fused or not.
O=C(NCC1CCCO1)C1C2C=CC3(CN(Cc4cccs4)C(=O)C13)O2 (stereo unspecified) was read as ST2 IL33 inh inactive.
For Cc1c(C(=O)NCCCN2CCOCC2)sc2ncn(C)c(=O)c12 the results were ST2 IL33 inh inactive.
Screening COc1ccc(OC2CCN(C(C)=O)CC2)c(C(=O)NC(C)Cc2cccs2)c1 (stereo unspecified) returned ST2 IL33 inh inconclusive.
Screening CCOc1ccc(-n2c(=O)c3sccc3n(CC(=O)C(C)(C)C)c2=O)cc1 returned ST2 IL33 inh inconclusive.
O=[N+]([O-])/C=C/c1cccs1 was read as ST2 IL33 inh inconclusive.
Screening CCc1cc(C(=O)OC)c(NC(=O)CC2Sc3ccccc3NC2=O)s1 (stereo unspecified) returned ST2 IL33 inh inconclusive.
For CCOC(=O)c1ccc(NS(=O)(=O)c2ccc(Br)s2)cc1 the results were ST2 IL33 inh inactive.
`O=C(N[C@H]1CCN2C(=O)c3cc(-c4cccs4)ccc3NC(=O)[C@H]12)C1CCCC1` gave ST2 IL33 inh inconclusive.
`CCN1CCN(C(c2cccs2)C(C)NC(=O)c2ccco2)CC1` (stereo unspecified) gave ST2 IL33 inh inactive.
Screening COC(=O)c1c(NC(=O)COc2ccc(Cl)cc2Br)sc(C)c1C returned ST2 IL33 inh inactive.
For CCOC(=O)c1c(NC(=O)CS(=O)(=O)c2cn(CC)c3ccccc23)sc2c1CCCC2 the results were ST2 IL33 inh inactive.

The list is partial; rates above refer to the full screens.
